# EBV gp42 inh – inhibitors of Epstein-Barr virus glycoprotein 42 | Q1HVG2 | Fluorescence polarization binding assay, mP read-out | inhibition, % (tested at 21.74 µM) | hit rate 0.42% among 220,000 | AID 1085; in the data active = inhibition above about 50%
# Target sequence (Q1HVG2 whole entry, looked up): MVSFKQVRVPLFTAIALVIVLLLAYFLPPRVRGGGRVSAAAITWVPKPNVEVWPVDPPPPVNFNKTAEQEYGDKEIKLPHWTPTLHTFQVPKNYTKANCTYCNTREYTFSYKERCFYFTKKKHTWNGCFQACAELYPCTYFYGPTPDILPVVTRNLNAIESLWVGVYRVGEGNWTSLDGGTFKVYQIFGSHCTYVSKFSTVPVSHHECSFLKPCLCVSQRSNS
# Mdm2 ligase inh – blocks human Mdm2 ubiquitin ligase activity | cell-based MDM2 ubiquitination luciferase reporter, 2 h; 0 = plate control, 100 = twice control, blank-subtracted | Q00987 | signal enhancement, % at 5 µM | hit rate 0.11% among 210,000;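 active = signal enhancement of 30% or more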;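 note: luminescence tracks abundance of the self-degrading MDM2-luciferase fusion protein; higher signal means inhibition of MDM2 E3 ligase activity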
#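 Assay system: stable mammalian line carrying autodegrading MDM2–luciferase fusion reporter; amount: 2000 cells seeded into each well; buffer or medium: DMEM; benchmarks: plate control and blank wells; signal: luciferase luminescence; timing: 2 h compound exposure at 37 °C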
# p47phox inh – inhibitors of human p47phox binding. hit rate 0.53% among 220,000. P14598. AID 1274. p47phox/p22phox peptide binding, fluorescence polarization, 2 h. inhibition, % at 24.7 µM;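 active = inhibition above about 30%, limit read from the data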;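 note: 0% = p47phox with labelled peptide and 100% = labelled peptide alone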
# Target sequence (P14598 whole entry, looked up): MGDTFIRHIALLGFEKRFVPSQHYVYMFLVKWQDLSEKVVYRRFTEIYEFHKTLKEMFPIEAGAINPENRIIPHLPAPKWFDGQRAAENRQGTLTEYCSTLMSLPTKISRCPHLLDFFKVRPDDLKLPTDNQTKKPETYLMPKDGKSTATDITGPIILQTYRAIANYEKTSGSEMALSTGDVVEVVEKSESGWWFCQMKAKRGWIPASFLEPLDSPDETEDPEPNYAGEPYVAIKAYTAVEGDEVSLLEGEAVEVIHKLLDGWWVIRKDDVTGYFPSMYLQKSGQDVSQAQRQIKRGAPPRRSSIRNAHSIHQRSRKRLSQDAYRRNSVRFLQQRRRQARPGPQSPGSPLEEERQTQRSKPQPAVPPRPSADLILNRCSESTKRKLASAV
# TNF death inh – inhibitors of TNF-alpha induced necroptosis in Jurkat FADD-/- cells | hit rate 0.068% among 220,000 | Jurkat FADD-/- TNF necroptosis rescue, ATP luminescence, 24 h; 0 = TNF only, 100 = no-TNF cells | activation (protection from cell death), % at 10 µM;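 active = activation, meaning protection from cell death, of at least 50% relative to plate controls; inactive = activation below 50%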;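 note: necroptosis triggered by 40 ng/mL TNF-alpha added together with compound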
# TRPML3 agonist – activates the human TRPML3 channel; activation, % at 3 µM; Q8TDD5; HEK293 TRPML3-YFP, Fluo-8 calcium fluorescence; 100% = the carbachol control signal; hit rate 0.29% among 220,000; AID 1448;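 active = activation above its plate's cutoff, the mean activation of the plate's test wells plus 3 SD, cut at about 12% in these data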;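 note: 0% = DMSO only wells and 100% = carbachol wells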
#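 Material: HEK293 cells stably carrying human TRPML3-YFP; compound dosing: single dose, 3 µM final nominal compound, 0.3% DMSO final; incubation: 1-h 37 °C dye load, 5-s basal, 120-s post-compound reads; technique: Fluo-8 intracellular calcium fluorescence, excitation 470-495 nm, emission 515-575 nm; read-out basis: percent activation from peak-to-basal fluorescence ratio, scaled between DMSO and carbachol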
# zfTRPN1 agonist – zebrafish TRPN1 (NompC) channel agonism; AID 1424; hit rate 0.18% among 220,000; HEK293 zebrafish TRPN1-YFP, Fluo-8 calcium fluorescence; 100% = response to 87 µM carbachol; activation, % at 3 µM;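 active = activation above its plate's cutoff, the mean activation of test wells on that plate plus 3 SD, cut at about 19% in these data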;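 note: 0% = DMSO alone and 100% = 87 µM carbachol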
#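 Material: zebrafish TRPN1-YFP in HEK293 cells; Doses: single test compound dose, 3 µM nominal, 0.3% DMSO; Timing: dye loading 1 h at 37 °C, then 30 min room temperature; Technique: intracellular calcium fluorescence with Fluo-8; Benchmarks: high carbachol 87 µM, low DMSO alone.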
# Runt-SMMHC FRET – blocks binding of human RUNX1 Runt domain to CBFb-SMMHC | Cerulean-Runt/Venus-CBFb-SMMHC FRET ratio 530/480, 1 h | hit rate 0.74% among 220,000 | inhibition, % at 20 µM;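 active = mean inhibition across duplicate retests at 20 µM reaching about 50%, limit read from the data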;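 note: 0% = DMSO wells and 100% = wells with excess untagged CBFb-SMMHC; inhibitors lower the FRET ratio by blocking Runt binding to CBFb-SMMHC; some results filed as inactive read as strong as hits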
# PPC-1+TRAIL kill – compounds killing PPC-1 cancer cells with TRAIL present (potentiator screen, no TRAIL-free arm) | hit rate 0.41% among 220,000 | PPC-1 cells + TRAIL, ATPLite viability luminescence | cell killing (% activity), % at 4 µM | AID 1443;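 active = cell killing above 50% in the first pass at 4 µM, then a duplicate retest at 5 µM averaging 50% or more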;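 note: plate controls were cells with TRAIL plus DMSO for no effect and medium-only wells lacking cells for full effect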
# CHOP inh – inhibitors of CHOP induction in ER stress response. CHO-K1 CHOP-promoter luciferase, tunicamycin-induced, 15-18 h. inhibition, % at 10 µM. hit rate 3.8% among 220,000;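 active = compounds that reduced the stress-induced luciferase reporter signal by more than about 70% of percent inhibition, limit read from the data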;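 note: 0% = tunicamycin plus vehicle and 100% = wells without tunicamycin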
# Numbers without * were called inactive; . = not tested or not shown.
SMILES,EBV gp42 inh,Mdm2 ligase inh,p47phox inh,TNF death inh,TRPML3 agonist,zfTRPN1 agonist,Runt-SMMHC FRET,PPC-1+TRAIL kill,CHOP inh
O=[N+]([O-])c1ccccc1NC(=S)N/N=C/c1ccc(O)c(O)c1,10,2,2,-4.9,0.3,-2.0,6,26,22
C/C(=N\Nc1ncc(Cl)cc1Cl)c1ccccn1,39,-68,-19,-11,1.0,-1.1,-6,-3,42
CN(C)S(=O)(=O)N1CCCN(S(=O)(=O)N(C)C)CC1,-3,0,-9,-0.4,-0.3,2.8,4,5,-9
CCC(=O)N1CCN=C1SCc1ccc(F)cc1,-10,-11,-7,1.0,-0.2,-0.6,2,38,17
CCOC(=O)c1c(CCl)nc2ccccc2c1C,-6,0,5,-8.3,0.2,0.2,2,-6,-25
COc1ccc(C(=O)NCCCn2ccnc2)cc1[N+](=O)[O-],-16,.,-10,-0.3,1.1,2.1,2,14,-3
CCCn1c(Nc2ccccc2)nc2ccccc21,17,-45,-8,0.6,0.8,-0.9,1,7,10
CCC(=O)Nc1ccc2c(c1)C(=O)c1ccccc1C2=O,-5,-12,-6,-8.7,-0.1,1.3,-13,16,-6
Cc1ccc2cc(C(c3nnnn3C3CCCC3)N(Cc3cccnc3)Cc3ccco3)c(=O)[nH]c2c1 (centres undefined),-7,-6,-7,2.0,0.1,0.0,4,53*,61
COc1ccc(-c2cc(C(F)(F)F)n3nc(C(=O)NCc4ccco4)cc3n2)cc1OC,-5,1,-17,-2.3,-0.3,-0.7,8,-10,49
CCOC(=O)N1CCN(c2c(-c3ccc(C)cc3)c(=O)c2=O)CC1,2,-4,-15,0.6,0.7,0.6,4,-1,18
COC(=O)CN1C(=S)N(c2ccc(Cl)cc2)C(=O)C1CC(=O)Nc1ccccc1 (centres undefined),6,-5,5,0.3,1.4,2.4,-1,19,42
COCCNC(=O)c1onc(CSc2ccc(F)c(F)c2)c1C(=O)O,-9,-6,6,-1.7,0.2,0.2,2,7,0
O=C(/C=C/c1ccccc1)Oc1coc(CSc2ncccn2)cc1=O,2,-9,-4,-0.5,-0.1,-1.6,-1,5,4
CC(=O)N(CCC(c1ccco1)C(C)C)Cc1ccc(OC(C)C)cc1 (centres undefined),-5,-15,-12,0.2,-0.8,-2.3,-2,6,3
CCc1nnc(NC(=O)CSc2nccn2-c2cccc(C)c2C)s1,0,-9,-10,-7.8,1.1,5.0,-2,21,-3
Fc1ccc(-c2cc(C(F)(F)F)nc(-n3cncn3)n2)cc1,-12,0,-7,-1.2,0.4,0.0,-1,-9,22
CCCCN(CCCC)CC(O)CN1C(=O)NC(C)(C)C1=O (centres undefined),-1,-11,-8,0.7,0.8,0.1,-1,10,27
Cc1cc(CNC(=O)COc2ccc(C#N)cc2)c2ccccc2n1,2,-15,-2,1.0,2.1,0.1,-1,1,-2
CN1C(=O)c2cccc(NCCCCCCN3C(=O)c4ccccc4C3=O)c2C1=O,4,-4,-2,-2.6,1.1,1.1,-9,-2,71*
CCC(Sc1nc2sc(C(=O)OC)c(C)c2c(=O)n1N)C(=O)NCC1CCCO1 (centres undefined),-15,-17,3,0.1,0.4,-1.2,2,14,-7
O=C(OCc1nc2ccccc2c(=O)[nH]1)c1cccs1,2,2,-7,-1.5,0.3,0.3,-3,2,46
O=C(CN1C(=O)C2C3C=CC(C3)C2C1=O)NCc1ccc2c(c1)OCO2 (centres undefined),-14,-5,-3,-0.6,0.4,0.6,2,4,-15
COc1ccc(NC(=O)Nc2ccccc2OC)cc1,-2,-21,-13,-2.2,0.2,-0.1,2,21,37
O=C(NC(Cc1ccccc1)C(=O)O)/C(=C/c1ccc(F)cc1)NC(=O)c1ccccc1 (centres undefined),13,-21,2,1.0,0.5,-0.4,1,2,-8
N#Cc1c(NC(=O)CSC2=NCCS2)sc2c1CCCC2,-13,7,-47,3.2,0.0,-0.1,-6,14,45
CCOC(=O)C1CCN(c2ccc([N+](=O)[O-])c(C(C)=O)c2)CC1,-14,-12,9,1.0,0.3,0.9,-7,11,-10
Cc1cc(C)nc(-n2nc(C)c(Br)c2Nc2ccc(Br)cc2)n1,-9,-6,-7,-1.2,-0.5,-0.5,2,2,77*
CN=C1SC(CC(=O)Nc2ccc(F)cc2F)C(=O)N1/N=C/c1ccc(OC(F)F)c(OC)c1 (centres undefined),-1,14,-1,-2.5,1.2,1.5,-5,16,98*
CCn1nnnc1SCC(=O)Nc1ccc2c(c1)OCCO2,-6,-13,5,5.0,0.0,1.4,-1,6,14
O=c1oc2ccccc2c(NCc2ccc(Cl)cc2)c1[N+](=O)[O-],-6,.,-10,-3.2,4.8,5.5,1,14,29
CCn1c(SCC(=O)NC(C)(C)C)nnc1-c1ccccn1,0,-11,-3,-0.1,0.8,0.7,2,22,2
O=C(NCc1ccco1)C(c1cccs1)N(C(=O)C1COc2ccccc2O1)c1cccc(O)c1 (centres undefined),20,-2,-9,-1.7,-1.3,-2.7,-46,11,40
COCCN(CCOC)C(=O)c1cc2sc3ccccc3c2s1,-21,-2,-1,-1.2,0.0,-0.3,4,1,-8
CC1CC(NS(=O)(=O)c2cccs2)CC(C)(C)C1 (centres undefined),-4,-23,-5,0.0,-0.4,-2.3,-2,35,59
C=C(C)C1CC=C(CN2CCC(C(=O)OCC)CC2)CC1 (centres undefined),-10,-28,-4,0.2,1.1,0.3,-1,4,2
Cc1nn(-c2ccccc2)c(Cl)c1/C=N/Nc1nnc(C)c(=O)[nH]1,-8,-4,13,-0.4,0.3,0.6,-2,7,-23
CC[n+]1c(C)sc2c3ccsc3ccc21,-21,-4,-20,-0.7,-1.3,-1.9,50,30,15
C(=N\N1CCN(C(c2ccccc2)c2ccccc2)CC1)/c1ccc2c(c1)OCO2,-21,2,-17,-0.1,0.4,0.2,3,23,41
CCC(NC(=O)c1ccc(C#CC2(O)CCCCC2)cc1)C(=O)O (centres undefined),-10,-17,2,0.1,1.4,0.3,-10,21,-12
Cn1c(=O)c2c(nc(Br)n2CCSc2nnnn2-c2ccccc2)n(C)c1=O,-11,-3,-10,-2.7,0.2,0.6,-4,4,-20
CCOC(=O)C1CCN(S(=O)(=O)Cc2ccc(Cl)cc2)CC1,1,-11,-1,-1.0,1.2,1.9,-2,0,22
Cc1ccc2nc(C)c3c(c2c1)OC(C(C)(Cl)Br)C3 (centres undefined),-8,.,6,-5.9,-1.3,-2.9,0,22,32
O=C(NC1CC1)c1ccc(F)cc1Cl,-3,-5,18,1.1,0.6,1.4,0,-5,24
CCOc1ccccc1C(=O)Nc1ccccc1O,-12,-7,2,-0.8,0.1,0.2,-4,-6,10
O=C(CSc1ccc(F)cc1)N1CCC(c2nc3ccccc3s2)CC1,-15,-5,-9,-8.4,1.4,5.7,-1,-9,-1
Cc1cccc(-c2nsc(SCC(=O)Nc3nccs3)n2)c1,3,-15,-3,0.6,0.2,-1.1,4,2,87*
COc1ccc(S(=O)(=O)N2CCC(C(=O)N3CCN(c4ccccc4OC)CC3)CC2)cc1,-1,-11,-3,-1.5,-0.3,0.8,0,-3,44
CC(C)OC(=O)CSc1nc(C(C)C)nc2ccccc12,8,-5,-2,0.6,-0.1,-1.2,.,.,-9
CCCCOc1ccc(/C=C/C(=O)Nc2ccc([N+](=O)[O-])cc2C)cc1,-2,-20,-26,0.5,-0.1,0.0,2,-7,80*
# More results follow:
SMILES,EBV gp42 inh,Mdm2 ligase inh,p47phox inh,TNF death inh,TRPML3 agonist,zfTRPN1 agonist,Runt-SMMHC FRET,PPC-1+TRAIL kill,CHOP inh
CC(C)CCNC(=O)C(=O)NCCC1=CCCCC1,-12,-11,-1,5.6,0.1,-1.0,1,11,29
CCCCc1ccc(/C=C(\C#N)C(N)=S)s1,6,2,-9,-2.2,0.6,-1.0,-3,-2,70
O=c1c(Cl)c2oc3ccccc3nc-2c2ccccc12,37,0,0,-1.7,2.2,4.7,-77,35,9
CN1/C(=C\C(=O)c2ccco2)C(C)(C)c2ccccc21,-5,-7,-39,-13,0.5,1.9,79*,9,25
CCc1ccccc1NC(=S)N1CCNC(=O)C1CC(=O)OC (centres undefined),-6,-1,-6,-0.7,0.4,-0.6,0,33,7
O=[N+]([O-])c1ccc(Cl)cc1N1CCCCC1,-3,-7,9,0.4,0.6,1.9,3,9,58
S=c1[nH]nc([C@@H]2C[C@H]2c2ccccc2)n1-c1ccccc1Cl,-5,-4,-7,-0.6,-1.3,-1.0,6,2,-18
COc1ccc(O[C@H]2C=C[C@@H](c3ccccc3)O[C@@H]2COC(=O)CC/C(C)=N/O[C@H](C)c2cn([C@@H]3COC[C@H]3O)nn2)cc1,5,.,-8,-5.3,0.1,3.5,-14,-5,21
Cc1onc(-c2ccccc2)c1C(=O)Nc1cccc2nsnc12,-18,-5,2,-0.2,-0.3,-1.7,25,12,6
Cn1cc(SCC(=O)NCc2ccc3c(c2)OCO3)c2ccccc21,-3,-5,-14,1.0,-0.4,-1.3,2,-4,38
CCCCN1CNC(=S)N(Cc2ccccc2)C1,7,-11,-6,-0.9,0.4,-0.2,0,-1,-4
COCCNS(=O)(=O)c1cc(C(=O)O)ccc1OC,2,-9,-3,0.8,0.8,0.8,0,7,6
O=S(=O)(Nc1ccc2nc(-c3ccc(Br)o3)[nH]c2c1)c1ccccc1,2,-20,-20,-5.7,-0.3,-0.7,5,10,66
COc1ccc(NC(=O)CNc2cc(S(=O)(=O)N3CCOCC3)ccc2NCC2CCCO2)cc1 (centres undefined),-4,-17,-11,2.6,0.6,0.4,-4,7,26
CN1C(c2ccc(F)cc2)=CS/C1=C(\C#N)c1nnc2n1-c1ccccc1SC2,4,-3,6,-1.6,-0.1,-1.2,-5,-26,-11
COC(=O)c1ccc(C2c3c(oc4ccc(Cl)cc4c3=O)C(=O)N2CCN2CCOCC2)cc1 (centres undefined),-2,-3,0,0.5,0.3,0.5,-3,3,19
CCOc1ccc2nc(N/C(N)=N/C(=S)Nc3cccc(C)c3)nc(C)c2c1,-15,-12,-8,1.4,0.9,0.7,-1,-4,37

# As entered above.
# COC(=O)c1ccc(C2c3c(oc4ccc(Cl)cc4c3=O)C(=O)N2CCN2CCOCC2)cc1 (centres undefined) in TNF death inh = 0.5
# COc1ccc(NC(=O)CNc2cc(S(=O)(=O)N3CCOCC3)ccc2NCC2CCCO2)cc1 (centres undefined) in CHOP inh = 26

# Screens (PubChem)
